# Compound activity as filed in PubChem BioAssay.
# All columns: NCI-60 one-dose screen, growth in % after 48 h at 10 µM unless noted; 100 = growth as untreated, 0 = no growth, -100 = all killed.
# LOX IMVI – LOX IMVI melanoma; actives 7.4% (n = 79,000); AID 1794757
# BT-549 – BT-549 breast cancer; actives 4.4% (n = 78,000); AID 1794793
# MALME-3M – MALME-3M melanoma; AID 1794766; actives 5.8% (n = 78,000)
# MCF7 – MCF7 breast cancer | actives 6.3% (n = 82,000)
# T-47D – T-47D breast cancer; actives 5% (n = 79,000)
# HS 578T – HS 578T breast cancer; actives 4.1% (n = 78,000); AID 1794788
# SK-MEL-2 – SK-MEL-2 melanoma. actives 4.7% (n = 77,000)
# MDA-MB-231 – MDA-MB-231 breast cancer; AID 1794789; actives 5% (n = 81,000)
# Starred values were filed as active, the others as inactive; nt = not tested or not shown; & = joins results of further samples. The calls were made as follows: active = growth percent below 10; inactive = the rest.
SMILES,LOX IMVI,BT-549,MALME-3M,MCF7,T-47D,HS 578T,SK-MEL-2,MDA-MB-231
NC(=O)C1(Nc2ccc(-c3ccc(Cl)cc3)cc2)CCCC1,88,62,87,95,nt,88,92,97
CCOc1ccc(-n2nnc3cnc(Nc4cnn(CC)c4)nc32)cc1,54,84,137,76,79,nt,nt,92
O=C1c2cccc3cccc(c23)C(=O)N1C/C=C/c1ccc2c3c(cccc13)C(=O)N(CCN1CCNCC1)C2=O,93,105,99,96,100,94,106,94
O=C(CNn1c(COc2ccccc2)nc2ccccc2c1=O)Nc1ccc(Cl)cc1,92,120,88,81,84,83,97,79
O=C1CCc2cc(C(=O)CSc3ccc(Cl)cc3Cl)ccc2N1,109,90,104,105,96,106,57,99
CNC(=O)OCc1c(COC(=O)NC)c2n(c1C)CS(=O)(=O)C2,89,93,94,94,nt,107,127,nt
COC(=O)c1c2c(c(C)[n+]([O-])c1C)C(=O)C(NCc1ccc(Br)cc1)=CC2=O,17,62,-70*,-20*,20,82,47,4.2*
O=c1c2ccccc2nc(SCc2n[nH]c(=S)n2-c2ccc(F)cc2)n1CCc1ccccc1,94,107,110,70,78,105,112,91
O=C(CCC(=O)OC1CCCC1)OC1CCCC1,105,100,102,95,94,nt,93,105
CC(C)COC(=O)COC(=O)OCCOCCOC(=O)OCC(=O)OCC(C)C,106,99,104,99,97,124,94,113
CSc1nc(Nc2ccc(S(=O)(=O)NC(C)=O)cc2)c(C#N)c(-c2cccc([N+](=O)[O-])c2)n1,94,94,115,88,92,105,111,93
O=C(O)c1ncc(Cl)cc1Cl,88,99,104,92,90,99,nt,99
O=C(CSc1nc2ccccc2c(=O)n1-c1ccccc1)c1cc2ccccc2oc1=O,100,95,102,99,99,nt,nt,91
c1ccc(-n2cc(COc3ncnc4c3cnn4-c3ccccc3)nn2)cc1,100,104,111,98,26,104,104,107
CC(NC(C)c1ccccc1)c1ccccc1 (stereo unspecified),98,106,98,93,90,100,110,97

# The list goes on (7 carried over from the part before).
SMILES,LOX IMVI,BT-549,MALME-3M,MCF7,T-47D,HS 578T,SK-MEL-2,MDA-MB-231
O=C(CCC(=O)OC1CCCC1)OC1CCCC1,105,100,102,95,94,nt,93,105
CC(C)COC(=O)COC(=O)OCCOCCOC(=O)OCC(=O)OCC(C)C,106,99,104,99,97,124,94,113
CSc1nc(Nc2ccc(S(=O)(=O)NC(C)=O)cc2)c(C#N)c(-c2cccc([N+](=O)[O-])c2)n1,94,94,115,88,92,105,111,93
O=C(O)c1ncc(Cl)cc1Cl,88,99,104,92,90,99,nt,99
O=C(CSc1nc2ccccc2c(=O)n1-c1ccccc1)c1cc2ccccc2oc1=O,100,95,102,99,99,nt,nt,91
c1ccc(-n2cc(COc3ncnc4c3cnn4-c3ccccc3)nn2)cc1,100,104,111,98,26,104,104,107
CC(NC(C)c1ccccc1)c1ccccc1 (stereo unspecified),98,106,98,93,90,100,110,97
C[N+]1(Cc2ccc([N+](=O)[O-])cc2)CCC(CCCCCCCC2CC[N+](C)(Cc3ccc([N+](=O)[O-])cc3)CC2)CC1 (stereo unspecified),100,87,103,82,68,85,nt,107
Cc1ccc2c(c1)C(=O)/C(=C/c1ccc([N+](=O)[O-])cc1)S2,105,101,98,3.8*,86,86,101,98
COC(=O)C1CCN(c2ncnc3cc(OC)c(OC)cc23)CC1,91,101,92,93,76,95,108,87
c1ccc2c([C@H]3C[C@H](c4c[nH]c5ccccc45)c4[nH]c5ccccc5c43)c[nH]c2c1,96,98,92,83,68,98,90,69
S=c1cc[nH]c(=S)[nH]1,103,106,115,106,91,97,106,105
CCOc1ccc2nc(N3CN(c4cc(OC)c(OC)c(OC)c4)c4ncccc4C3=O)sc2c1,93,91,112,94,96,79,110,90
CC(C)(C)NC1=NCCNC(c2ccccc2)=C1,103,111,112,99,101,107,117,111
COc1cc(OC)c2c(c1)O[C@@]1(OCCCc3ccccc3)[C@H](c3ccccc3)C[C@@H](O)[C@@]21O,101,104,108,91,85,107,104,92
O=C(COc1ccc(NC(=O)Nc2ccc(Cl)cc2)cc1)N/N=C/c1cccc(O)c1,nt,92,97,95,102,nt,111,nt
COc1ccc(-c2cc(-c3ccc(F)cc3)c(C#N)c(=O)[nH]2)c(OC)c1,93,78,94,89,89,77,104,81
Cc1ccc2c(c1)C(=O)/C(=C/c1ccc(OCC(=O)c3ccc(Cl)cc3)cc1)CS2,99,113,94,110,99,137,84,87
CCOC(=O)c1sc(=S)[nH]c1C,100,96,nt,96,102,117,104,103
O=c1oc2ccc(-c3ccc(F)cc3F)cc2c(=O)n1-c1ccc(F)c(Cl)c1,-70*,-52*,-29*,-17*,-12*,-0.9*,-67*,-28*
COc1cc(/C=N/NC(=O)c2cnn3c2NC(c2ccccc2)C3)ccc1Oc1ccccc1 (stereo unspecified),37,6.8*,27,9.6*,29,38,1.7*,44
O=C1/C(=C/c2cccc(OCc3ccc(Cl)cc3)c2)N=C2SCCN12,94,89,126,84,73,99,89,96

# Reformatted tab-delimited: part of the list above
mol	LOX IMVI	BT-549	MALME-3M	MCF7	T-47D	HS 578T	SK-MEL-2	MDA-MB-231
CCOc1ccc2nc(N3CN(c4cc(OC)c(OC)c(OC)c4)c4ncccc4C3=O)sc2c1	93	91	112	94	96	79	110	90
CC(C)(C)NC1=NCCNC(c2ccccc2)=C1	103	111	112	99	101	107	117	111

# New compounds follow:
SMILES,LOX IMVI,BT-549,MALME-3M,MCF7,T-47D,HS 578T,SK-MEL-2,MDA-MB-231
CC1CN(S(=O)(=O)c2ncsc2-c2ccccc2)CC(C)O1 (stereo unspecified),nt,104,98,92,101,104,108,103
CC(/C=N/NC(=O)c1cnccn1)=N/NC(=O)c1cnccn1,92,99,86,102,93,107,107,93
COc1ccc(Sc2cncc(NC3CCCCCC3)n2)cc1,97,111,97,106,82,98,111,97
COc1ccc(-c2n/c(=C\c3c(O)[nH]c4ccc(Cl)cc34)cc3c2=Nc2ccccc2-3)cc1,76,94,92,52,68,80,97,63
COc1ccc(C(=O)c2ccccc2CN2C(=O)c3ccccc3C2=O)cc1,94,112,99,102,91,105,103,109
CC(=O)NC1CCC(OC(=O)Nc2ccccc2)CC1 (stereo unspecified),96,97,nt,101,105,116,104,96
Cc1nn(-c2ccc(Cl)cc2)c2ncnc(NCCc3ccccc3)c12,100,115,111,98,98,107,94,85
CC(Cc1ccc(O)c(O)c1)(NN)C(=O)O (stereo unspecified),96,107,95,99,97,107,105,85
C(=C\c1nnc(-c2[nH]nc3c2CCc2ccccc2-3)o1)/c1ccc2c(c1)OCO2,95,101,98,95,89,92,97,101
COc1cc(-c2nc(-c3nnc(-c4ccc(Br)cc4)o3)c3ccccn23)cc(OC)c1OC,86,64,98,70,83,74,76,93
Cc1cc(C)c2c(=O)[nH][nH]c2n1,101,nt,nt,106,97,104,104,107
O=C(Nc1cc(F)cc2cccnc12)c1cnc(N2CCNCC2)cn1,66,nt,60,10,18,82,104,72
COc1cc2c(=O)n(C3CCN(C)CC3)c3c4cc[nH]c4ncc3c2cc1OC,36,64,83,33,72,44,69,55
CCNC(=O)c1[nH]cc(-c2ccc(OC)cc2)c1-c1cc(OC)cc(OC)c1,83,90,93,100,nt,87,99,82
CN(C)CCCn1c2c(c3ncccc3c1=O)C(=O)c1ccccc1-2,19,67,62,12,48,76,82,64
CCc1c(C)c2ccc(OC(=O)c3ccccc3)c(C(=O)/C=C/c3ccc(N(C)C)cc3)c2oc1=O,95,98,98,101,75,108,92,106
CCOC(=O)NCc1cccs1,99,97,104,95,98,114,103,107
COc1ccc(CSc2nc3ccc(C)cc3c(=O)n2-c2ccc(OC)cc2)cc1,102,113,101,96,96,97,116,100
O=C1NC(=O)/C(=C\c2ccccc2)C2=C1CCCC2,-58*,35,51,-49*,198,35,-74*,92
COC1=CC(c2ccc[nH]2)=N/C1=C\c1[nH]c(C)c(C(=O)OCCn2cc(CCCCCCCCC[C@@H]3Cc4cc(O)ccc4C4CC[C@]5(C)[C@@H](O)CC[C@H]5C43)nn2)c1C (stereo partly specified),67,96,107,91,80,83,123,32
O=S(O)CO,104,100,106,99,99,105,105,104
O=[N+]([O-])c1ccc(N=Nc2ccc(N(CCO)CCO)cc2)cc1,91,105,105,107,104,104,nt,105
Brc1ccc2nc(-c3cn(Cc4ccccc4)c4ncccc34)n(Cc3ccccc3)c2n1,85,nt,79,72,52,90,89,60
NC(=O)C1=C(N=C2CCCCC2)CCCC1,102,116,111,102,95,nt,105,111
COc1nc(N)nc(-n2c(-c3ccccc3)nc3ccccc32)c1NCc1ccccc1,101,102,107,87,87,18,101,101
O=C(Nc1nc2ccc(C(=O)N3CCN(C(=O)c4ccco4)CC3)cc2s1)c1ccc(NCCc2ccccc2)c([N+](=O)[O-])c1,100,104,90,91,91,108,101,88
CC(=O)Nc1ccc(N=Nc2ccccc2)cc1[N+](=O)[O-],88,101,nt,57,86,110,98,80
CC(=O)Nc1ccc(/C=N\NC(=S)N/N=C/c2ccc(NC(C)=O)cc2)cc1,91,98,nt,101,112,116,nt,96
CC(=O)OC1(C)C(=O)C=C(C)C=C1C (stereo unspecified),99,101,69,91,91,104,122,100
Cc1cc(=O)oc2cc(OCC(O)CNN3C(=O)c4cccc5c(N6CCN(C)CC6)ccc(c45)C3=O)ccc12 (stereo unspecified),71,113,15,89,109,87,92,89
Cn1ccc(CNc2nc3ccc(OC/C(=C\F)CN)cc3o2)cc1=O,103,98,105,98,104,104,113,106
COc1cc(CNC(=O)CCCC/C=C/C(C)C)ccc1OCc1nnc(Nc2ccc(F)cc2)o1,91,81,nt,91,70,91,95,81
Clc1ccc(-c2cc(-c3ccc4c(c3)OCO4)n3c(n2)nc2ccccc23)cc1,75,97,110,79,68,123,82,84
CCOP(=O)(OCC)c1nc(-c2ccccc2)oc1N(C)CCCOS(C)(=O)=O,nt,124,110,102,106,106,119,105
COc1ccc(/C=c2\nc3n(-c4ccccc4)c4nc(N)nc(=N)n4n-3c2=O)cc1,99,100,105,93,94,98,107,90
Nc1nc2c(C(=O)N3CCCC3)nnn2c2ccccc12,100,98,113,84,90,119,90,104
CCOC(=O)C(=CNc1cccc(N(C)C)c1)C(=O)OCC,95,90,96,80,92,107,nt,91
CCN(CC)CCOc1ccc(-c2nc3cc(Cl)ccc3s2)cc1,-86*,68,29,9.2*,22,-29*,80,-45*
c1ccc2c(c1)ccc1c(C3CO3)cccc12 (stereo unspecified),93,111,nt,86,112,90,113,123
Cc1nnc(C(=O)NC(C)(C)c2nc(C(=O)NCc3ccc(F)cc3)c(O)c(=O)n2C)o1,98,93,94,104,117,101,111,122
CN=S(C)(=O)c1ccc(-c2cnc(N)c(C(=O)Nc3ccccc3)n2)cc1 (stereo unspecified),99,107,111,94,88,101,83,107
N[C@@H](Cc1cn(-c2ccnc3ccccc23)nn1)C(=O)O,102,118,96,101,101,109,124,98
COc1ccc(CN2CCc3c(Oc4ccccc4)nc(N)nc3C2=O)c(OC)c1,90,92,89,82,66,91,85,95
COc1cc2ncnc(Nc3ccc(C(=O)/C=C/c4ccc(F)cc4)cc3)c2cc1OC,99,99,101,100,102,111,106,105
COc1ccc(CCO)cc1,100,105,92,102,101,98,92,102

# Looked up by compound from the entries so far, 6 records:
SMILES,LOX IMVI,BT-549,MALME-3M,MCF7,T-47D,HS 578T,SK-MEL-2,MDA-MB-231
COc1cc2ncnc(Nc3ccc(C(=O)/C=C/c4ccc(F)cc4)cc3)c2cc1OC,99,99,101,100,102,111,106,105
COc1ccc(CCO)cc1,100,105,92,102,101,98,92,102
CCOP(=O)(OCC)c1nc(-c2ccccc2)oc1N(C)CCCOS(C)(=O)=O,nt,124,110,102,106,106,119,105
COc1ccc(/C=c2\nc3n(-c4ccccc4)c4nc(N)nc(=N)n4n-3c2=O)cc1,99,100,105,93,94,98,107,90
CCOC(=O)C(=CNc1cccc(N(C)C)c1)C(=O)OCC,95,90,96,80,92,107,nt,91
Clc1ccc(-c2cc(-c3ccc4c(c3)OCO4)n3c(n2)nc2ccccc23)cc1,75,97,110,79,68,123,82,84

# Other entries.
SMILES,LOX IMVI,BT-549,MALME-3M,MCF7,T-47D,HS 578T,SK-MEL-2,MDA-MB-231
CCCSc1nc(N)nc2n[nH]nc12,99,79,109,98,86,95,94,103
COc1ccc(CCn2cnn3c(=O)c4ccccc4nc3c2=O)cc1OC,98,114&91,114,100&106,103&113,115&98,118&107,101&110
COCCOc1ccc(C(=O)Nc2ccc(C(N)=O)cc2)cc1,98,102,105,99,97,108,101,117
COc1ccc(CC(C)=C(c2ccc(OCCN3CCOCC3)cc2)c2ccc(OCCN3CCOCC3)cc2)cc1,104,91,102,93,88,87,118,70
CCOc1ccc(/C=N/NC(=O)Cn2nc(Cc3ccc([N+](=O)[O-])cc3)c3onc(C)c3c2=O)cc1,-63*,55,-2.1*,9.2*,8.6*,-7.6*,52,-20*
COc1ccc(C/C(C)=C(\c2ccc(O)cc2)c2ccc(OCCN3CCCC3)cc2)cc1,98,110,94,63,73,101,100,104
Cc1ccc2[nH]c(=O)cc(N/N=C3\SCC(=O)N3c3ccccc3)c2c1,91,89,92,90,89,107,96,82
CC(=O)OC(OC(C)=O)c1ccc([N+](=O)[O-])cc1Cl,83,103,94,80,90,nt,99,108
COc1cc(C(=O)NNC(=O)c2ccc(NC(=O)CO)cc2)cc(OC)c1OC,99,97,97,91,82,100,87,101
Clc1ccc2nc3ccccc3cc2c1,104,126,96,92,88,107,103,114
CC(C)(C)OC(=O)NC(C)(C)C(=O)NCCC(=O)O,100,112,98,95,100,97,94,109
COc1ccc(/C=C2\SC(=O)NC2=S)c(C(=O)O)c1OC,96,99,98,87,98,94,104,98
CC(CCN1C(=O)c2ccccc2C1=O)C(Br)C(=O)O (stereo unspecified),77,103,107,92,88,nt,nt,109
CC(=O)C(C(C)=O)C1=C(C#N)C(=N)N2C(=NN1)Sc1c(C)ccc(C)c12,97,116,125,92,93,123,107,101
CCSC1=NC2C(N(CC)C(=O)N2CC)N1/N=C/C=C/c1ccccc1 (stereo unspecified),90,104,94,86,75,94,104,87
